Compound activity from PubChem BioAssay.
PriA SSB inh: inhibitors of Klebsiella pneumoniae PriA binding to SSB C-terminal tail; AlphaScreen SSBct-PriA binding, biotinylated peptide; inhibition, % at 33 µM; 430,000 tested, 0.6% active; in the data active = inhibition mostly above about 37%, no sharp cut-off; inactive = mostly below about 20%;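 also: plate controls were negative control peptide for no effect and reference peptide for full effect; strong numbers were not always called active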
DUSP3 inh: DUSP3 (human) phosphatase inhibition; P51452; recombinant VHR phosphatase, pNPP absorbance; inhibition, % at 13.3 µM; 290,000 tested, 0.52% active; in the data active = inhibition above about 50%; also: some compounds called inactive have numbers as strong as hits
Target sequence (P51452 whole entry, looked up): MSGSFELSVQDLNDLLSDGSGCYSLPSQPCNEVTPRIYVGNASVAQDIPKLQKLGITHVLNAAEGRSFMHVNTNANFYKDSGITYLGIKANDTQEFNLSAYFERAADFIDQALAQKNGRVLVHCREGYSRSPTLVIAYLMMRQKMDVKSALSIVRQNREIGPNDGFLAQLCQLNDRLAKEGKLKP
Active calls of the source: *; . = not tested or not shown; & = joins results of further samples.

SMILES | PriA SSB inh | DUSP3 inh
COc1nn(C)cc1C(=O)NCCn1cnc2ccsc2c1=O | 2 | .
CN1CCN(NC(=O)C2COCC(=O)N2Cc2cccs2)CC1 (stereo not drawn) | 3 | .
CCOC(=O)c1ccc(-c2ccc(C=NNC(=O)CN(c3ccccc3Cl)S(C)(=O)=O)o2)cc1 | 3 | .
COc1nccnc1OC1CCN(C(=O)c2cncc(Br)c2)C1 (stereo not drawn) | -12 | .
Cn1nc(CNC(=O)C2c3ccccc3Oc3ccccc32)c2c1CCCC2 | -35 | .
CCC(Sc1ccc(C)cc1)C(=O)Nc1nnc(C)s1 (stereo not drawn) | 7 | .
O=C(NCc1cccnc1N1CCOCC1)C1CCc2nc[nH]c2C1 (stereo not drawn) | -14 | .
O=C(Cc1cccs1)NN=C/C=C/c1ccco1 | -17 | .
Cc1cccc(S(=O)(=O)N2CCN(c3ccccc3F)CC2)c1 | -9 | .
O=S(=O)(NC1CCCC(O)C1)c1cccc(F)c1 (stereo not drawn) | 2 | .
O=S(=O)(Cc1noc2ccccc12)Nc1cccnc1 | 2 | .
Cc1cc(C(=O)N(CC(F)(F)F)C2CCOCC2)c(C)o1 | 7 | .
CC(C)CCOc1cccc(OCC(=O)OCCOc2ccc([N+](=O)[O-])cc2)c1 | -10 | .
COc1cc2ncc3c(-c4cccc(Br)c4)nn(-c4ccc(F)cc4)c3c2cc1OC | -17 | .
O=C1CCCN1c1ccc(CSc2n[nH]c(=O)c3cc(-c4cccs4)nn23)cc1 | -8 | .
Cc1cc(C(=O)Nc2nnc(-c3cccs3)o2)no1 | -5 | .
CNc1oc(-c2ccc(COc3ccc(Cl)cc3)o2)nc1C#N | 7 | .
CSc1cccc(C(=O)Nc2nnc(-c3ccc(F)cc3)o2)c1 | -4 | .
CCOC(=S)NC(=NS(=O)(=O)c1ccccc1)c1ccccc1 | -2 | .
Cc1n[nH]c(C)c1CCC(=O)NN=Cc1cccc([N+](=O)[O-])c1 | -10 | .
CC(=NN=C1SC(CC(=O)O)C(=O)N1c1ccccc1)c1ccc(C)cc1 (stereo not drawn) | -18 | .
O=S(=O)(c1ccc(Oc2ccccc2Cl)cc1)N1CCN(c2ccccc2)CC1 | -13 | .
Cc1ccc(S(=O)(=O)NNc2ccc(Cl)nn2)cc1 | 3 | .
CCOc1cc(-c2nnc(NC(=O)COc3ccccc3)o2)cc(OCC)c1OCC | -5 | .
Cc1ccc(NC=CC(=O)c2ccco2)c(O)c1 | -3 | .
CCCc1nnsc1C(=O)N1CCC(Cn2ccnc2CC)CC1 | -5 | .
Cc1nn(C2CCS(=O)(=O)C2)c2nc(-c3ccccc3)cc(C(=O)N3CCc4ccccc43)c12 (stereo not drawn) | 9 | .
CC1CC(C)CN(S(=O)(=O)c2ccc(C(=O)Nc3nc4c(Cl)c(Cl)ccc4s3)cc2)C1 (stereo not drawn) | -20 | .
O=C(c1ccc2nsnc2c1)N1CCC(Oc2ncccc2Cl)CC1 | 0 | .
COc1ccccc1C1C(=C(O)c2ccc(C)cc2)C(=O)C(=O)N1CCN1CCOCC1 (stereo not drawn) | 2 | .
CNC(=O)Cc1cc(=O)oc2cc(OC)ccc12 | -12 | .
O=C(NC1CCN(C(=O)c2cc(-c3ccc(Cl)cc3)n[nH]2)CC1)c1ccco1 | -7 | .
N#Cc1ccccc1NC(=O)C[C@H](NCc1ccco1)C(=O)O | 1 | .
Cc1cccc(NC(=O)Nc2ccc3nc(C)n(-c4ccccc4)c(=O)c3c2)c1C | -8 | .
Cc1cc(C)c[n+](-c2[nH]c(=O)sc2C=NN=C(N)[S-])c1 | 0 | .
COc1ccc(C)cc1NC(=O)C(=O)NCC1CCN(Cc2ccco2)CC1 | -4 | .
Cn1c(C(F)(F)F)nn(CCNC(=O)Cn2ccc3ccccc32)c1=O | -8 | .
O=C(CSc1nc2ccccc2[nH]1)NN=Cc1ccco1 | -7 | .
Cn1nc(C(=O)Nc2nccs2)ccc1=O | -9&-4 | .
CCCC=NNC(=O)C1COc2ccccc2O1 (stereo not drawn) | 3 | .
O=C(Nc1cnc(-n2ccnc2)nc1)C1CCCC1 | -3 | .
COc1cc(C)c(C(C)C)cc1S(=O)(=O)NCCN1CCOCC1 | -4 | .
O=C(COc1ccccc1F)Nc1ccc(CC(=O)NC2CC2)cc1 | -14 | .
COc1cccc(-c2nc(Cn3cc(-c4nc(-c5ccsc5)no4)ccc3=O)no2)c1 | -15 | .
COc1cccc(C(=O)Nc2nc(-c3cc(C)ccc3C)cs2)c1 | -2 | .
Cc1cc2cc(CNC(=O)c3c(F)cccc3Cl)ccc2[nH]1 | 13 | .
O=C(c1cccs1)N(CCN1CCOCC1)c1nc2ccc(F)cc2s1 | -2 | .
CC(C)c1cc(C(=O)NN=C/C=C/c2ccccc2)n[nH]1 | -4 | .
O=C(Cn1cc(S(=O)(=O)c2ccccc2)c2ccccc21)Nc1nccs1 | 5 | .
O=C(NCC1CCN(Cc2ccco2)CC1)c1cccs1 | -1 | .
CC(NC(=O)Cc1cc(=O)[nH]c(SCc2cccc(Cl)c2)n1)c1ccccc1 (stereo not drawn) | 4 | .
COC(=O)c1cccc(C=NNC(N)=S)c1O | -3 | .
O=C(Cn1ccc2ccccc21)N1CC(N2C(=O)C3CC=CCC3C2=O)C1 (stereo not drawn) | -2 | .
O=C(NCCn1ccc(-c2ccccn2)n1)NCc1cccs1 | -3 | .
CCOc1ccc(NC(=O)Cn2nc(-c3ccco3)c3sc(N4CCCCC4)nc3c2=O)cc1 | -8 | .
O=C(COc1cccnc1)Nc1ccccc1-c1ccc(=O)[nH]n1 | -2 | .
COc1ccc(C(N)=NOC(=O)CC2CCCCC2)cc1 | -63 | .
Cc1cc(C)n(CCN2CCCN(C(=O)c3ccc(Cn4ccnc4)cc3)CC2)n1 | 2 | .
O=S(=O)(Cc1ccccc1)Nc1ccc(-n2ccnc2)nc1 | 5 | .
Cc1oc(-c2ccc(Cl)cc2)cc1C(=O)Nc1cccc(F)c1 | -14 | .

Four of the compounds above, in CSV form:
SMILES,PriA SSB inh,DUSP3 inh
O=S(=O)(c1ccc(Oc2ccccc2Cl)cc1)N1CCN(c2ccccc2)CC1,-13,.
Cc1ccc(S(=O)(=O)NNc2ccc(Cl)nn2)cc1,3,.
CCOc1cc(-c2nnc(NC(=O)COc3ccccc3)o2)cc(OCC)c1OCC,-5,.
Cc1ccc(NC=CC(=O)c2ccco2)c(O)c1,-3,.

Next section
SMILES | PriA SSB inh | DUSP3 inh
COc1ccccc1C1(CNC(=O)c2ccc(Br)o2)CCOCC1 | -6 | .
O=C(c1ccsc1)N(c1ccccc1)C1CCCCC1 | -2 | .
CS(=O)(=O)N1CCC(C(=O)NCCn2ncc3c(N4CCCCC4)ncnc32)CC1 | -22&-6 | .
Cc1nc(C(=O)NCCCn2ccc3cccnc32)cs1 | -9 | .
Cc1ccc2nc(C(=O)N3CCSCC3)cc(Nc3ccc(F)c(F)c3)c2c1 | 2 | .
CCOc1ccc(C(O)=C2C(=O)C(=O)N(CCOCCO)C2c2ccc(F)cc2)cc1 (stereo not drawn) | -18 | .
CN(CC#CCNC(=O)Nc1cccs1)Cc1ccccc1 | 6 | .
COc1ccc(C=NNc2ncnc3c2[nH]c2ccc(C)cc23)c(OC)c1OC | -2 | .
O=C(O)c1c[nH]c(=O)c2ncccc12 | -10 | .
Cc1nc(N2CCC(NC(=O)c3ccc(=O)[nH]n3)CC2)cc(C(F)(F)F)n1 | -14 | .
O=C(c1cccc(C(F)(F)F)c1)N1CCN(c2ccc(-c3ccncc3)nn2)CC1 | -30 | .
COc1cn(CC(=O)Nc2ccccc2C(F)(F)F)c(CSc2nccn2C)cc1=O | -3 | .
C[C@H](CC[C@H](C)C(C)(C)C)[C@@H]1CC[C@H]2[C@@H]3C[C@H](OS(O)(=S)=S)[C@H]4C[C@H](OS(O)(=S)=S)[C@@H](OS(O)(=S)=S)C[C@]4(C)[C@H]3CC[C@@]21C | 13 | .
Cc1nc(Nc2ccc(NC(=O)c3ccc4c(c3)OCO4)cc2)cc(-n2cccn2)n1 | 8 | .
CC(=NNc1nc(-c2ccc(Cl)cc2)cs1)c1cccs1 | -9 | .
CC(=NNC(=O)c1ccc(Cl)cc1)c1ccc(N2CCOCC2)cc1 | -12 | .
Cc1ccc(OC2CCN(C(=O)C3(c4cccs4)CCCC3)CC2)nn1 | 10 | .
O=C(Cc1cn(Cc2ccc(Cl)cc2)c2ccccc12)NCc1ccccn1 | -5 | .
O=C(CC1CSc2nc3c(cnn3-c3cccc(Cl)c3)c(=O)n21)Nc1nccs1 (stereo not drawn) | -9 | .
Cn1cc(S(=O)(=O)Nc2nc3ccccc3nc2N2CCc3ccccc3C2)cn1 | -12 | .
COc1ccc(C)cc1S(=O)(=O)NC[C@H]1CCCN1c1ccccc1 | 25 | .
COc1ccccc1N1CCN(C(=O)Cn2ccn3nc(-c4ccc(Cl)cc4)cc3c2=O)CC1 | -3 | .
Cc1cc(C)cc(NS(=O)(=O)c2ccc(F)c(C)c2)c1 | -18&-9 | .
Nc1nnc(-c2ccccc2Cl)o1 | -2&5 | .
COCCCN1C(=O)C(=O)C(=C(O)c2ccc(S(=O)(=O)N3CCCCC3)cc2)C1c1cccc(OC)c1 (stereo not drawn) | 10 | .
Cc1ccc(-n2c(O)c(C=CC=Nc3ccccc3)c(=O)[nH]c2=O)cc1 | -2 | .
CC(C)Oc1ccccc1C=NNc1ccccc1[N+](=O)[O-] | 82* | .
CN(C)c1cccc(C(=O)N[C@H]2CCN(Cc3noc(-c4ccccc4)n3)C2)c1 | 13 | .
Cc1c(Cl)cccc1S(=O)(=O)N1CCC(Oc2cnccn2)CC1 | -7 | .
O=S(=O)(c1ccc2c(c1)OCCO2)N1CCN(Cc2nc(-c3cccs3)cs2)CC1 | 8 | .
COc1ccc(NC(=O)NCCNc2cc(Nc3ccccn3)ncn2)c(C)c1 | -14 | .
Cc1ccc2c(CC(=O)NCCC3=CCCCC3)cc(=O)oc2c1 | -9 | .
Clc1ccc(CCNCc2cn3c(-c4cccc(Br)c4)nnc3s2)cc1 | -15 | .
O=C(Nc1ccc(N2CCOCC2)cc1)c1cccs1 | 6 | .
ON=C(Cc1ccccn1)c1ccccc1 | -16 | .
O=c1cc(-c2ccccc2)n2c(SCc3ccc(C(F)(F)F)cc3)nnc2[nH]1 | -23 | .
CC(NC(=O)CCCSc1ccc(NC(=O)C2CC2)nn1)c1ccccc1 (stereo not drawn) | -5 | .
COc1cn(CC(=O)Nc2cc(C)ccc2C)c(CN2CCN(C(C)=O)CC2)cc1=O | -14 | .
CC(O)(CNC(=O)c1cnccn1)c1ccc2c(c1)OCO2 (stereo not drawn) | 12 | .
COc1ccc(SCC(=O)Nc2nc3cc4c(cc3s2)OCO4)cc1 | 4 | .
CC(=O)Nc1ccc(C(=O)NCCCn2ccc3cccnc32)cc1 | -6 | .
CC(C)CS(=O)(=O)C1CN(C(=O)Cn2cnc3ccccc32)C1 | -7 | .
O=C(c1ccco1)N1CCc2ccc(NS(=O)(=O)Cc3ccc(Cl)cc3)cc2C1 | 4 | .
Cc1nc(OCC(=O)NCCCn2ccnc2)cc(-n2cccn2)n1 | -14 | .
CC(C)c1ccccc1OC[C@@H](O)CN1C(C)(C)CC(O)CC1(C)C | -4 | .
O=C1CCCN1Cc1cn(C2CN(C(=O)c3cc(Br)cs3)C2)nn1 | -17 | .
CN(C)Cc1c(C(=O)NN=Cc2cccs2)nnn1-c1nonc1N | -12 | .
Cc1ccc(C=NNC(=O)COc2ccccc2-c2ccccc2)cc1 | -5 | .
CC(=O)Nc1cccc(C2=CC(c3cccc(Br)c3)n3ncnc3N2)c1 (stereo not drawn) | -2 | .
COc1ccc(S(=O)(=O)CC(=O)Nc2nc3c(Br)cccc3s2)cc1 | -7 | .
Cc1cc(=O)n2c3ccccc3n(CC(O)CN3CCC(Cc4ccccc4)CC3)c2c1C#N (stereo not drawn) | -6 | .
CN(C)C(=O)Nc1ccc(O)cc1 | 4 | .
O=C([C@@H]1CC=CCC1)N1CCC(CSc2ccccn2)CC1 | -4 | .
O=C(COc1ccc(F)cc1)Nc1ccc2c(c1)N(C(=O)C1CCCO1)CC2 (stereo not drawn) | -5 | .
Cc1cc2cc(CNC(=O)c3cccc(C(F)(F)F)c3)ccc2n1C | -1 | .
O=C(c1ccsc1)N1CCC(N2CCC(Oc3nccs3)CC2)CC1 | -13 | .
O=C(NCc1ccncc1)c1ccc(Cn2cnc3ccccc32)o1 | -6 | .
Cc1nc2c(c(=O)n1CCC(C)C)c1nc3ccccc3nc1n2Cc1ccc2c(c1)OCO2 | 3 | 19
COc1ccc(S(=O)(=O)N2CC(C)N(S(=O)(=O)c3ccc(OC)cc3)CC2C)cc1 (stereo not drawn) | -9 | 8
CCOC(=O)c1cnn(-c2nc(C)nc3sc4c(c23)CCC4)c1N | 3 | -14
C=C(C)C(=O)Nc1cccc(C2=NOC3(C2)C[C@H](C(N)=O)N(C(=O)CC#N)C3)c1 (stereo partly drawn) | -2 | 15
CCCCC1=CC2=CC(=O)C(C)(OC(=O)CC)C(=O)C2=CN1CCN1CCOCC1 (stereo not drawn) | -3 | -4

Fetched one by one from the entries so far (five):
SMILES | PriA SSB inh | DUSP3 inh
CCCCC1=CC2=CC(=O)C(C)(OC(=O)CC)C(=O)C2=CN1CCN1CCOCC1 (stereo not drawn) | -3 | -4
O=C([C@@H]1CC=CCC1)N1CCC(CSc2ccccn2)CC1 | -4 | .
O=C(COc1ccc(F)cc1)Nc1ccc2c(c1)N(C(=O)C1CCCO1)CC2 (stereo not drawn) | -5 | .
COc1ccc(S(=O)(=O)N2CC(C)N(S(=O)(=O)c3ccc(OC)cc3)CC2C)cc1 (stereo not drawn) | -9 | 8
O=C1CCCN1Cc1cn(C2CN(C(=O)c3cc(Br)cs3)C2)nn1 | -17 | .

Profiles, looked up by structure.
`CC(=NNC(=O)c1ccc(Cl)cc1)c1ccc(N2CCOCC2)cc1` in the list: PriA SSB inh: -12; DUSP3 inh: .
`Cc1cc(C)n(CCN2CCCN(C(=O)c3ccc(Cn4ccnc4)cc3)CC2)n1` in the list: PriA SSB inh: 2; DUSP3 inh: .

The list is partial; rates above refer to the full screens.
